Bioassay records: PubChem, several laboratories
E coli growth: E. coli V3065 growth inhibition, primary screen, counter-screen for AddAB inhibitor project, absorbance, OD600; inhibition, % at 11.9 µM; 330,000 tested, 0.27% active; 18 h; AID 449728, 2010;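 active = inhibition above the campaign's mean inhibition across all tested compounds plus 3 SD, cut at about 9.9% in these data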;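 note: uninfected addAB+ strain grown without phage in ampicillin broth; 0% = DMSO wells and 100% = ciprofloxacin 0.95 µg/ml wells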
Arrestin-AP2 inh: inhibitors of beta-arrestin/AP2 binding, primary screen, biochemical, GPCR trafficking, flow cytometry | FITC-arrestin peptide / GST-AP2 beads; AP2 beta2 appendage carries R879A mutation | beta-arrestin 1 C-terminal peptide binding to AP2 beta2-adaptin appendage (human) | inhibition, % at 10 µM | 340,000 tested, 0.31% active;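 active = inhibition above a set limit, near 3 SD of compounds lacking own fluorescence, cut at about 54% in these data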;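 note: plate controls were DMSO wells for no effect and 5 µM unlabelled arrestin peptide for full effect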
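system = GST-tagged AP2 beta2-adaptin appendage (R879A) on 4 µm glutathione beads | reagent = FITC-labelled arrestin peptide probe, 50 nM final | schedule = compound with beads 12 min RT, then probe 1 h RT | signal = HyperCyt-sampled flow cytometry, FL1 channel, ex 488/em 535 nm | read-out = percent response from loss of bead-bound FITC fluorescence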
PKA-R1A act: activators of PKA-R1A holoenzyme, primary screen, biochemical, fluorescence polarization, Cy5-IP20, bovine R1A, mouse PKAc; PKA-R1A dissociation; scaled: DMSO 0%, 113 µM cGMP 100%; 340,000 tested, 0.083% active; activation, % at 11.4 µM; cAMP-dependent protein kinase type I-alpha regulatory subunit (Bos taurus) + …;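 active = percent activation above the mean of all tested compounds plus 3 SD, cut at about 19% in these data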;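 note: higher means more PKAc released from R1A so a rise in polarization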
PfHsp90 yeast 2: growth inhibition of PfHsp90-expressing yeast, primary screen, antimalarial PfHsp90 inhibitor project, S. cerevisiae, BacTiter-Glo luminescence, single point, set 2; 310,000 tested, 0.32% active; BacTiter-Glo ATP, 48 h; yeast lacking PDR1 and PDR3 efflux regulators; AID 504621, 2011; inhibition, % at 9.4 µM;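 active = every replicate shows inhibition above about 80%, whatever the replicate mean, limit read from the data; inconclusive = mean inhibition reaches the set limit but some replicate falls short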;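 note: 0% = DMSO neutral controls and 100% = 20 µM radicicol positive controls; yeast relying on Plasmodium falciparum Hsp90 in place of its own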
Tat transport: E. coli Tat export inhibitors, primary screen, MC4100, TorA-mCherry reporter, fluorescence, single point | inhibition, % at 10 µM | 340,000 tested, 0.036% active;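 active = mean replicate inhibition at least 50% and at least half of replicates individually reaching 50%; inconclusive = only one of the two criteria met; inactive = neither criterion met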;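 note: exported cargo escapes ClpAP degradation while cytoplasmic cargo is degraded and loses fluorescence; 0% = median of neutral control wells and 100% = median of NaSCN control wells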
Mot1-301 SUMO: yeast Mot1-301 growth rescue at high temperature, primary screen, SUMOylation pathway inhibitor project, S. cerevisiae, ATP luminescence, 38.5C; growth rescue, % at 18.8 µM; S. cerevisiae Mot1-301 growth rescue; percent above DMSO median, 100 means doubled; 320,000 tested, 1% active;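 active = every valid replicate shows activation above 250% relative to neutral control wells; inactive = the rest, any valid replicate at or below 250%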;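 note: OY570 slx delta 5 strain wells were the positive control but not used for scaling; some compounds called inactive have numbers as strong as hits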
MOR-DOR inv ag: inverse agonists of MOR-DOR heterodimerization, primary screen, cell-based, luminescence. Mu-type opioid receptor (Homo sapiens) + Delta-type opioid receptor (Homo sapiens), …. cell-based MOR-DOR heterodimer luminescence, inverse agonism. inhibition, % at 9.3 µM. 340,000 tested, 0.21% active; in the data active = inhibition above about 22%, passing the limit was not always enough;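 note: 0% = cells with DMSO and 100% = wells without cells with DMSO; values of inactives mirror those of a sister screen read the other way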
Pemphigus Ab inh: inhibitors of pemphigus antibody binding to DSG3, primary screen, biochemical, bead-based, flow cytometry, scFv-GFP; 310,000 tested, 0.48% active; DSG3-coupled beads, scFv-anti-DSG3-GFP binding; active compounds read low; Desmoglein-3 (Homo sapiens), P32926; binding (percent of control), % at 10 µM;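 active = binding more than 3 SD below its plate's average and above zero; inconclusive = below that plate limit but binding exactly zero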;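 note: hits lower antibody fragment binding to DSG3; some compounds called inactive have numbers as strong as hits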
Target sequence (P32926 whole entry, looked up, the tested form may be a part): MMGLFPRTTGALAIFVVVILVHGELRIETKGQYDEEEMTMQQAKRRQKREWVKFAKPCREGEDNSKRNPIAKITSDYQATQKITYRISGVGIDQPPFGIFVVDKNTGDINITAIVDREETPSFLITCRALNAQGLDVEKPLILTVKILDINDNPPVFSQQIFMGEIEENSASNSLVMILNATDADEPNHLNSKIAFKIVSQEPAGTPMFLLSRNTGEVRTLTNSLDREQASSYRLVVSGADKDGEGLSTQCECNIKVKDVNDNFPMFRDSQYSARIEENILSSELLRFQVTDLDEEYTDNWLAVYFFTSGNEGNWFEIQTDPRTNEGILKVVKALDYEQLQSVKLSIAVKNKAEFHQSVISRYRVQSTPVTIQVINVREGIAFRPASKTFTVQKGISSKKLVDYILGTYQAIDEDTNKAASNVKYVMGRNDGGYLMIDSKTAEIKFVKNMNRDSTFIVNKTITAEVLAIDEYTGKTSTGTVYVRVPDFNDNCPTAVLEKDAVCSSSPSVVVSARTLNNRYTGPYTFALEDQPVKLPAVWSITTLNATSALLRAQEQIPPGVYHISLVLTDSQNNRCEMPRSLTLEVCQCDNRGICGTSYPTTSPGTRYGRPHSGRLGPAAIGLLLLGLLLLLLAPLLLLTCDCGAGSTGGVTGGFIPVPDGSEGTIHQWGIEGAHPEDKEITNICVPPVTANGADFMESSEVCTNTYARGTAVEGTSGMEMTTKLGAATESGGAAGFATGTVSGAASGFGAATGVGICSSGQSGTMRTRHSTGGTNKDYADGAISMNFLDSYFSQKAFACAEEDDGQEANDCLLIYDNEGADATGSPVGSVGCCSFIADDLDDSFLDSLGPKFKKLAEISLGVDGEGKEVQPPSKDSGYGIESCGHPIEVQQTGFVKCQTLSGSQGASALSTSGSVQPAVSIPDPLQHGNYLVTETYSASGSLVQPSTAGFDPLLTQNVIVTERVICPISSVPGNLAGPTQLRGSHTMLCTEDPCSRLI
phage Ecoli inh: growth loss of phage-infected E. coli, primary screen, RecBCD inhibitor project, absorbance, with phage, HTS. 360,000 tested, 0.26% active. inhibition, % at 11.9 µM; in the data active = inhibition above about 11%
OPRM1-OPRD1 ag: agonists of OPRM1-OPRD1 heterodimerization, primary screen, cell-based, luminescence | cells | 340,000 tested, 0.3% active | AID 504326, 2011 | Mu-type opioid receptor (Homo sapiens) + Delta-type opioid receptor (Homo sapiens), … | activation, % at 9.3 µM; in the data active = activation above about 18%;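 note: 0% = vehicle-treated cells and 100% = reference agonist; values of inactives mirror those of a sister screen read the other way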
AddAB inh: growth inhibition of E. coli expressing H. pylori AddAB, primary screen, AddAB inhibitor project, absorbance | inhibition, % at 11.9 µM | 330,000 tested, 0.29% active | AID 435030, 2010; in the data active = inhibition above about 12%;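 note: 0% = vehicle wells of infected cells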
* marks the source's active call; other numbers are inactive results; ? = inconclusive; / = no result given.

mol	E coli growth	Arrestin-AP2 inh	PKA-R1A act	PfHsp90 yeast 2	Tat transport	Mot1-301 SUMO	MOR-DOR inv ag	Pemphigus Ab inh	phage Ecoli inh	OPRM1-OPRD1 ag	AddAB inh
O=C1CC(Nc2ccccc2)C(=O)N1CCc1ccccc1 (centres undefined)	-2.7	0	-3	-9	-13	3	0	97	1.6	0.1	-2.8
C(=N\n1cnnc1)/c1ccccc1OCCOc1ccccc1	0.6	0	-1	3	-2	0	10	/	2.7	-1.7	-0.1
O=C(CCNC(=O)Cn1ccc2ccccc2c1=O)NCC1CCCC1c1ccccc1 (centres undefined)	2.8	44	5	-13	-3	7	6	110	1.1	-1.2	4.8
Cc1cc(C)c2oc(C(=O)Nc3ccc(S(=O)(=O)N4CCC(C)CC4)cc3)cc(=O)c2c1	1.1	20	-6	/	5	-12	-8	84	-0.2	1.1	5.2
CCN(CC)C(=O)C(=O)N/N=C/c1cccs1	1.0	20	-2	-12	-7	-21	2	100	1.5	-0.4	-0.3
COc1cccc(C2/C(=C(\O)c3ccc4c(c3)OCCO4)C(=O)C(=O)N2CCCN2CCOCC2)c1OC (centres undefined)	1.0	2	-2	-14	-7	-8	4	108	/	-0.8	2.7
O=C(COc1ccc(Cl)cc1)NCCSCc1ccccc1Cl	-0.7	-17	-7	12	6	14	-6	103	1.5	1.3	3.9
Cc1cccnc1NC(=O)c1cccc(S(=O)(=O)N2CCCC2)c1	-2.1	12	-15	25	2	-10	11	99	-0.4	-1.7	-0.7
Cc1ccc(S(=O)(=O)NCCC(=O)OCC(=O)NC(=O)c2cccn2C)cc1	-1.3	-6	0	-31	-2	-15	9	100	4.2	-1.8	-1.2
CC(C)c1nnc(NC(=O)c2cc3cc(Br)ccc3oc2=O)s1	-0.3	1	-7	-15	-6	4	3	101	0.5	-0.6	3.5
COc1cc(OC)cc(C(=O)OCc2ccc([N+](=O)[O-])cc2)c1	-0.4	3	0	26	0	-13	-1	97	5.5	0.2	-0.2
Cc1onc(-c2ccccc2Cl)c1C(=O)OCC(=O)N1CCN(c2ccccc2)CC1	-4.7	8	3	-7	3	6	10	126	-1.4	-1.9	-1.3
COc1cc(C(=O)N/N=C/c2coc3ccc(Cl)cc3c2=O)ccc1O	2.3	9	-2	16	6	512	10	/	3.7	-1.7	1.3
CC(CCC(=O)O)C1CCC2C3CC(O)C4CC(O)CC[C@]4(C)C3CCC12C (some centres undefined)	/	16	0	6	7	/	12	/	1.7	-2.4	/
CCNC(=O)COC(=O)c1[nH]c(C)c(C(=O)OC)c1C	-2.9	19	-8	-2	-2	7	-5	116	-0.3	1.0	-2.3
CSc1ccc(-c2nnn(Cc3ccc(Br)cc3)n2)cc1	0.5	-4	2	9	-4	4	-23	101	2.6	4.0	2.9
CCOC(=O)C(C)(C)Sc1ncnc2nc[nH]c12	-2.4	-2	-8	25	3	14	9	99	2.4	-1.7	0.0
OC(CN1CCOCC1)(c1ccccc1)c1ccccn1 (centres undefined)	-0.9	1	-3	6	13	-12	10	99	-0.4	-2.1	-0.2
Cn1cnnc1SCC(=O)Nc1ccc(F)cc1F	-1.1	7	-5	-2	1	0	-3	93	4.5	0.6	0.5
Cc1ccc(C(C)(O)CS(=O)(=O)Cc2ccccc2)cc1 (centres undefined)	1.3	-15	8	1	-5	389	8	102	0.8	-1.8	0.6
CCOC(=O)C1=C(C)NC(=NC)SC1c1ccccc1 (centres undefined)	-2.0	0	-10	-29	-8	-3	1	103	2.9	-0.1	4.1
Cc1ncoc1C(=O)N1CCCC(C(=O)c2cccc3ccccc23)C1 (centres undefined)	0.7	-7	2	-52	-1	/	17	91	-1.5	-3.4	2.7
Cc1ccc(NC(=O)COC(=O)c2c(-c3ccccc3)noc2C)c(C)c1	-1.8	-16	-2	-43	-6	26	-3	104	0.1	0.6	1.7
Cc1ccc(-c2noc(C3CCCN(C(=O)c4ccc(Cl)cc4)C3)n2)o1 (centres undefined)	-3.2	33	6	-3	-1	-13	8	96	0.1	-1.6	1.2

An excerpt of these results, with two lines to a compound.
Values run as follows: E coli growth, Arrestin-AP2 inh, PKA-R1A act, PfHsp90 yeast 2, Tat transport, Mot1-301 SUMO, MOR-DOR inv ag, Pemphigus Ab inh, phage Ecoli inh, OPRM1-OPRD1 ag, AddAB inh
> Cc1ccc(NC(=O)COC(=O)c2c(-c3ccccc3)noc2C)c(C)c1
  -1.8, -16, -2, -43, -6, 26, -3, 104, 0.1, 0.6, 1.7
> Cc1ccc(C(C)(O)CS(=O)(=O)Cc2ccccc2)cc1 (centres undefined)
  1.3, -15, 8, 1, -5, 389, 8, 102, 0.8, -1.8, 0.6

(next part)
mol	E coli growth	Arrestin-AP2 inh	PKA-R1A act	PfHsp90 yeast 2	Tat transport	Mot1-301 SUMO	MOR-DOR inv ag	Pemphigus Ab inh	phage Ecoli inh	OPRM1-OPRD1 ag	AddAB inh
Cc1nn2c(-n3ccnc3C)c3c(nc2c1-c1ccccc1)CCC3	-2.2	10	-1	15	1	-12	1	106	3.6	-0.2	-1.7
COc1ccc(C2Nc3ccccc3C(=O)N2NC(C)=O)cc1OC (centres undefined)	1.2	-9	-8	9	-3	24	11	102	3.4	-2.1	0.8
CCOc1ccc(N2Nc3n[nH]c(N)c3N2)cc1	-0.7	-4	3	/	-4	-37	-1	/	5.2	0.1	1.1
Cc1ccc(N2CCN(CC(O)COc3cccc(C)c3)CC2)cc1 (centres undefined)	-1.0	-15	4	0	4	0	-7	109	4.6	1.6	-0.5
CCc1ccc(CNC(=O)c2ccc(OC)c(OC3CCN(C(C)C)CC3)c2)nc1	0.2	-8	-11	-1	-8	19	7	101	-0.6	-1.3	1.2
CN1CCN(c2ccc(NC(=O)c3cccc(OCc4ccccc4)c3)cc2)CC1	-0.1	-1	-14	53	-5	4	-5	123	2.7	1.3	1.6
COc1cc(/C=N/Nc2ccc(C)cc2)cc(Br)c1O	3.6	9	1	-5	0	186	9	93	1.7	-1.9	4.7
O=S(=O)(NC(=S)NC1CCCCC1)c1ccc(Br)cc1	1.5	7	-9	-16	-2	5	32	99	4.5	-6.4	0.2
COc1ccc(C(=O)COC(=O)CCN2C(=O)C3CC=CCC3C2=O)c(OC)c1 (centres undefined)	/	32	0	/	-2	/	2	103	3.5	-0.3	/
COCCCNC(=S)NNC(=S)Nc1ccc(F)cc1F	0.3	-2	-5	-2	0	-15	18	/	0.0	-3.3	-0.5
COc1ccc2cc(Br)ccc2c1CC(=O)NC(C)(C)C	0.2	-4	-4	-13	5	-15	14	106	3.4	-3.2	1.5
Cc1ccccc1C(=O)Nc1nc(-c2cccnc2)cs1	1.0	-7	-2	3	-1	-10	3	81	2.4	-0.6	0.2
O=C(O)c1ccc(NC(=O)c2ccc(Cl)cc2)c(NC(=O)c2ccc(Cl)cc2)c1	-1.5	33	10	0	7	-3	14	95	-2.1	-2.8	-0.9
CC1=C(C(=O)Nc2cccc(C(=O)N3CCN(c4cccc(C(F)(F)F)c4)CC3)c2)SCCO1	0.5	7	-3	26	22	18	-15	99	1.3	2.9	3.5
Cc1cc(C)n2nc(C(=O)Oc3ccc4c(c3)OCO4)nc2n1	-1.4	-3	-1	48	3	212	12	107	2.6	-2.3	0.0
CN(Cc1ccccc1)C(=O)c1ccccc1Br	2.1	1	-1	-16	0	-4	8	96	2.2	-1.3	6.8
COC(=O)c1ccccc1NC(=S)N1CCC(N2CCCCC2)CC1	-1.6	17	-1	2	1	-13	5	100	1.4	-1.1	-3.8
COc1ccc(CCNC(=O)c2oc3ccccc3c2C)cc1	-1.4	21	7	-7	-8	9	7	/	2.9	-1.8	-1.2
c1ccc2c(c1)CCN(c1nc3cc4c(cc3s1)OCO4)C2	0.1	-1	2	/	-3	-18	-18	99	0.6	3.1	1.2
CCCNC(=O)c1onc(CSc2cccc(OC)c2)c1C(=O)NCCC	-1.9	-2	-11	-6	1	10	8	102	1.1	-1.4	-0.6
Cc1c(C=O)c2ccccc2n1CCOc1ccccc1	0.8	25	-16	-2	-4	-18	3	100	-3.0	-0.5	0.2
CC(C)CCNC(=O)CN(Cc1ccc2c(c1)OCO2)C(=O)Cn1nnc(-c2cccs2)n1	-2.9	3	-12	-7	13	4	-9	97	1.4	1.5	1.5
Cc1cccc(C)c1NC(=O)C(C)c1ccc(-c2ccccc2)c(F)c1 (centres undefined)	2.5	7	-8	19	-1	141	0	100	2.5	-0.1	6.2
O=C1CC(C(=O)Nc2cccc(F)c2)n2c(nc3ccccc32)N1 (centres undefined)	1.6	-17	-1	15	-2	-22	/	102	2.6	/	2.9
CCCOC(=O)c1c(-c2ccc(OC)cc2)oc2ccc(-c3ccc(OC)nc3)cc12	2.2	3	0	10	0	633*	-9	95	0.7	1.5	2.1
O=C1C[C@H]2CCCCC(=O)N3CC[C@@H](C1)[C@@H]23	-0.5	21	0	-6	-5	/	19	103	1.1	-3.9	0.4
O=C(CSc1ccccc1C(=O)O)NCc1ccco1	-1.4	11	-9	-5	-7	-21	10	97	1.4	-1.7	-2.4
COc1ccccc1/C=C(/CC(=O)NCc1ccc2c(c1)OCO2)c1nc2ccccc2s1	2.9	2	2	-6	6	-15	15	105	5.3	-3.2	1.6
COc1ccc(/C=N/Nc2ncnc3c2[nH]c2ccccc23)c(OC)c1OC	-1.6	-1	-6	-9	-5	14	4	102	1.4	-0.9	3.5
O=C(c1ccccc1)N1CCN(c2nc3ccc([N+](=O)[O-])cc3s2)CC1	2.1	-5	-2	-10	?	-5	-1	99	2.2	0.2	5.2
CCC(CC)C(=O)N1N=C(c2ccc(NS(C)(=O)=O)cc2)CC1c1ccccc1 (centres undefined)	-0.2	11	-2	20	-2	145	-3	100	-1.4	0.6	-0.7
COc1ccc(NC(=O)C2=C(C)NC(=S)NC2c2ccc(O)c(OC)c2)cc1 (centres undefined)	0.2	6	-5	-21	-4	11	12	103	4.6	-2.4	-6.3
